Assay outcomes as filed in PubChem.
CHO-K1 Ca antag – M1 antagonist counterscreen hit in parental CHO-K1 cells; ATP-induced calcium, Fluo-8 fluorescence; inhibition, % at 3 µM; actives 0.6% (n = 360,000);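 active = inhibition above a per-plate cutoff, the plate's mean sample inhibition plus 3 SD, cut at about 24% in these data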;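 note: 0% = DMSO plus EC80 ATP and 100% = DMSO alone without ATP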
CHO parental Ca – ATP-evoked calcium signal inhibitors, parental CHO, primary screen, counter-screen for OX1R antagonist project, cell-based, fluorescence, Fluo-8 calcium dye | inhibition, % at 5.6 µM | parental CHO-K1, ATP-induced calcium, Fluo-8 fluorescence | actives 0.63% (n = 330,000) | AID 463079, 2010;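 active = inhibition above that plate's mean sample inhibition plus 3 SD, cut at about 26% in these data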;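 note: 0% = ATP-challenged DMSO wells and 100% = DMSO wells without ATP; some compounds past the cut are filed as inactive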
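Material – parental CHO cells · Reagent – ATP stimulus · Compound – single nominal dose of 5.6 µM per compound · Detection – Fluo-8 fluorescence · Read-out basis – percent inhibition of calcium signal · Controls – ATP-challenged DMSO wells low, unchallenged DMSO wells high · Repeats – no replicates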
CHO-K1 Ca PAM – nonselective calcium activators in parental CHO-K1 cells, primary screen, counter-screen for M1 PAM project, cell-based, Fluo-8 calcium fluorescence, full deck, 1536-well; ATP EC20; 0% at ATP EC20, 100% at ATP max; activation, % at 3 µM; actives 0.02% (n = 360,000); AID 602247, 2012;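 active = activation above the run cutoff, the mean activation of all test compounds plus 3 SD, cut at about 40% in these data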;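 note: peak over basal fluorescence ratio in a 140 s read after ATP addition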
M1 ag parental – counter-screen for M1 agonists: effect in parental CHO-K1 cells. AID 602248, 2012. actives 0.48% (n = 360,000). activation, % at 3 µM. Fluo-8 calcium fluorescence; scaled to maximal ATP response, vehicle zero; in the data active = activation above about 15%;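 note: untransfected CHO-K1 host cells lacking M1 receptor as counterscreen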
M1 ag – human M1 muscarinic receptor agonists, primary screen, Fluo-8 calcium fluorescence, CHO-K1 cells, HTS; CHO-K1 hM1, agonist mode; 0% DMSO, 100% acetylcholine EC100; activation, % at 3 µM; actives 0.33% (n = 360,000);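 active = activation above the run's mean compound activation plus 3 SD, cut at about 16% in these data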;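 note: peak over basal fluorescence ratio within a 140 s kinetic read after compound addition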
TAAR1 ag – human TAAR1 agonists, primary screen, Fluo-8 calcium fluorescence, CHO RD-HGA16 cells; Trace amine-associated receptor 1 (Homo sapiens), Q96RJ0; vehicle wells 0%, saturating PEA agonist 100%; activation, % at 3 µM; actives 0.99% (n = 360,000); AID 624467, 2012;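 active = activation above the mean activation of all test compounds in the run plus 3 SD, cut at about 38% in these data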
Target sequence (Q96RJ0 whole entry, looked up): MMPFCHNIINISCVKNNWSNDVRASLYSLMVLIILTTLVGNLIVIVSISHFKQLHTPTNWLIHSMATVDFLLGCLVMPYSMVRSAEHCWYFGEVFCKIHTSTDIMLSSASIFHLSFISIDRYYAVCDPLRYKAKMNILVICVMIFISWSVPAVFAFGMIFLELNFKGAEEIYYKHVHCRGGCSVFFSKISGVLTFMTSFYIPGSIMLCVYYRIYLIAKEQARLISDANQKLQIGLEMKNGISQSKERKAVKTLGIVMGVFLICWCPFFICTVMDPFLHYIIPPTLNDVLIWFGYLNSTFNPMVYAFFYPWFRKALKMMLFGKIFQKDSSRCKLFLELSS
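Test system: RD-HGA16 (CHO) cells co-expressing Gα16 and hTAAR1 / Benchmarks: DMSO vehicle as 0%, PEA at EC100 as 100% / Repeats: no replicates (n 1) / Measure: % activation from peak over basal fluorescence ratio, DMSO-to-PEA scaled / Timing: 17-24 h plating, Fluo-8 75 min 37 °C, 30 min RT / Technique: kinetic Fluo-8 calcium fluorescence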
TAAR1 antagonist – human TAAR1 antagonists, primary screen, Fluo-8 calcium fluorescence, CHO RD-HGA16 cells; AID 624466, 2012; antagonist; inhibition, % at 3 µM; actives 1.5% (n = 360,000);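 active = inhibition above a per-plate cutoff, the mean inhibition of test compounds on that plate plus 3 SD, cut at about 49% in these data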;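 note: 0% = DMSO plus EC80 beta-PEA response and 100% = DMSO alone without agonist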
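test system = CHO RD-HGA16 cells bearing hTAAR1 | replication = singlicate | controls = DMSO-only wells and EC80 β-PEA-stimulated wells | reagent = EC80 β-phenethylamine stimulus | read-out basis = percent inhibition of PEA-evoked calcium signal, max/basal emission ratio | schedule = seeding 17-24 h prior, 75-min 37 °C, 30-min RT dye loading | signal = kinetic Fluo-8 calcium fluorescence measurement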
M1 antag – human M1 muscarinic receptor antagonists, primary screen, CHO-K1 cells, Fluo-8 calcium fluorescence, 1536-well; CHO-K1 hM1, ACh EC80 antagonist; inhibition, % at 3 µM; actives 1.3% (n = 360,000); AID 588852, 2011;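 active = percent inhibition above its own plate's cutoff, namely the mean of that plate's compound wells plus 3 SD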;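 note: peak over basal fluorescence ratio during 140 s after agonist addition; 0% = ACh EC80 plus DMSO and 100% = DMSO alone without agonist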
OXTR potentiate – human OXTR potentiators, primary screen, fluorescence, CHO-OTR cells, Fluo-8 calcium; Fluo-8 calcium fluorescence, potentiator mode; 0% = oxytocin EC15, 100% = EC100; activation, % at 3 µM; actives 0.061% (n = 320,000);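 active = activation above that plate's cutoff, the mean activation of tested compounds plus 3 SD, cut at about 6.6% in these data, passing the limit was not always enough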;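 note: 100% uses oxytocin at 75 nM as the full agonist control; some results filed as inactive read as strong as hits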
Target sequence (P30559 whole entry, looked up): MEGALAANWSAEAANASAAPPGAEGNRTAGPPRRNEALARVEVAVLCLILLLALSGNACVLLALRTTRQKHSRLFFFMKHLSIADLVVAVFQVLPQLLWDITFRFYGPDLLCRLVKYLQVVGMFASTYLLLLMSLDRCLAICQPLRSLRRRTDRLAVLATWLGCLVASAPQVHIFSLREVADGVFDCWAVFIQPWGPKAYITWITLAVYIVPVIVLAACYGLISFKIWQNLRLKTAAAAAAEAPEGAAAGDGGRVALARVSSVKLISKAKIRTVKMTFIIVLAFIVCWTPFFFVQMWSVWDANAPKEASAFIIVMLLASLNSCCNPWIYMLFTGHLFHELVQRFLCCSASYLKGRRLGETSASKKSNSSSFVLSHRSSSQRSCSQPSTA
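Measured by – Fluo-8 calcium dye fluorescence · Test system – human OTR in CHO cells · Dosing – one concentration, 3.0 µM compound · Controls – EC15 oxytocin alone as 0%, 75 nM oxytocin as 100% · Evaluation – normalized max/min fluorescence ratio, % activation · Timing – 6 min pre-incubation, 100 s read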
Starred values were filed as active, the others as inactive; x = not tested or not shown.

Each structure is followed by: TAAR1 antagonist, M1 antag, TAAR1 ag, CHO-K1 Ca antag, OXTR potentiate, M1 ag, M1 ag parental, CHO-K1 Ca PAM, CHO parental Ca
1	Cc1cc(OCC(O)CNC(C)c2ccccc2)ccc1C(C)C (configuration not stated)
 : 30, -9, 63*, -4, -15, 5, 2.2, 4, 9
2	Cc1ccc(C(=O)COC(=O)c2cccc([N+](=O)[O-])c2)s1
 : -8, -13, -1, -8, -6, -4, -0.2, 5, -13
3	Cc1nc2ccccn2c1C(=O)/C=C/c1ccc(F)cc1
 : -2, 0, 1, -7, -12, -2, 3.7, 16, -33
4	Cc1ccc(C2CC(c3cccc(Br)c3)Nc3nnnn32)cc1 (configuration not stated)
 : -11, -2, 6, 1, -15, -3, 0.6, 2, -24
5	N#Cc1c(NC(=O)c2ccc(Cn3cc(Br)cn3)o2)sc2c1CCCCCC2
 : 15, 1, 9, -24, -7, -3, -0.3, 14, -23
6	CCOC(=O)N1CCN(C(=O)CSCc2ccc(Cl)cc2)CC1
 : -31, 0, 5, -10, -5, -2, 1.3, 14, -11
7	Cc1ccc(C(=O)Nc2c(-c3cccs3)c(=O)c3ccccc3n2C)cc1
 : -3, -5, 0, -13, -10, -4, 0.1, 20, -5
8	CN(C)[C@@H](CO)c1nnc([C@H](Cc2ccc(O)cc2)NC(=O)C2CCNCC2)o1
 : 6, -10, 6, -12, 5, 0, 1.0, 11, -11
9	O=C(NC1CCCCCCC1)c1ccc(S(=O)(=O)N2CCCC2)cc1
 : -5, 1, 6, 6, -7, -3, 1.5, 0, -11
10	CC(=O)O[C@H](CC(=O)O)C[N+](C)(C)C
 : -12, -20, 0, -2, -7, -2, 0.2, 10, 0
11	CC1CCN(C(=O)CSc2ccc(-c3cccc([N+](=O)[O-])c3)nn2)CC1
 : 21, -7, 6, -11, 2, -2, 1.3, 9, -10
12	O=C(COc1ccc(S(=O)(=O)NCc2ccccc2)cc1)NCC1CCCO1 (configuration not stated)
 : -5, -31, 11, -8, -13, -1, 0.4, 17, -18
13	COc1ccc(N(CC(=O)NCc2cccnc2)S(=O)(=O)c2ccccc2)c(OC)c1
 : 19, -1, 8, -19, -3, -9, 4.2, 12, -20
14	COc1cccc2c1OCC(C(=O)OCc1cccnc1)=C2
 : 1, -11, 8, -8, -25, -7, 1.4, 10, -16
15	Cn1ncc(Cl)c1C(=O)Nc1ccc2c(c1)CCC2
 : -7, -9, 0, 16, 6, -5, -0.7, -20, -19

One compound at a time (already shown).
COc1ccc(N(CC(=O)NCc2cccnc2)S(=O)(=O)c2ccccc2)c(OC)c1 across the screens: TAAR1 antagonist: 19; M1 antag: -1; TAAR1 ag: 8; CHO-K1 Ca antag: -19; OXTR potentiate: -3; M1 ag: -9; M1 ag parental: 4.2; CHO-K1 Ca PAM: 12; CHO parental Ca: -20
CN(C)[C@@H](CO)c1nnc([C@H](Cc2ccc(O)cc2)NC(=O)C2CCNCC2)o1 across the screens: TAAR1 antagonist: 6; M1 antag: -10; TAAR1 ag: 6; CHO-K1 Ca antag: -12; OXTR potentiate: 5; M1 ag: 0; M1 ag parental: 1.0; CHO-K1 Ca PAM: 11; CHO parental Ca: -11

(list continues)
Each structure is followed by: TAAR1 antagonist, M1 antag, TAAR1 ag, CHO-K1 Ca antag, OXTR potentiate, M1 ag, M1 ag parental, CHO-K1 Ca PAM, CHO parental Ca
16	CC1(C(=O)NS(=O)(=O)c2cccc(C#N)c2)CCN1C(=O)Cc1ccccc1Cl (configuration not stated)
 : -19, -9, 4, -5, x, -2, 0.3, 7, x
17	NS(=O)(=O)c1ccc(CCNC(=O)CSc2ccc(Cl)cc2Cl)cc1
 : 11, -11, 3, 2, -4, -1, 1.5, -2, -4
18	CC1CCN(C2(O)C(=O)Nc3ccc([N+](=O)[O-])cc32)CC1 (configuration not stated)
 : -10, -12, 8, -2, -8, -2, 0.1, -6, -8
19	O=C(COC(=O)/C=C/c1ccc([N+](=O)[O-])cc1)NCC1CCCCC1
 : 8, -13, 1, -10, -8, -3, 0.4, 8, -6
20	COCCNC(=O)c1cc2c(=O)[nH]c3ccccc3c2s1
 : 2, 5, 3, -4, -12, -1, 1.0, -1, -8
21	O=S(=O)(/C=C/C=C/S(=O)(=O)c1ccccc1)c1ccccc1
 : 14, 3, 8, 11, x, -4, 3.8, 9, x
22	Cc1ccc(CN(C(=O)c2ccco2)C(C(=O)NC2CCCC2)c2ccc(N3CCOCC3)cc2)cc1 (configuration not stated)
 : 9, 0, 3, 1, -10, -3, 1.1, -1, -25
23	COCCOc1cc2ncnc(N3CCC(C(=O)O)CC3)c2cc1OCCOC
 : -28, -13, 3, -4, 0, -4, 0.8, 15, -13
24	CC(C)(C)NC(=O)CCSc1nnc(-c2ccco2)o1
 : -3, 1, 1, -6, -21, -4, 2.1, 1, -6
25	CC(=O)Nc1ccc(NC(=O)N2CCCCC2)cc1
 : -6, 9, 4, -4, 5, -2, 1.3, 12, -11
26	CCC12CN3CC(CC)(CN(C1)C3c1c(O)ccc3ccccc13)C2=O (configuration not stated)
 : -13, 1, 19, -10, x, -2, 0.5, 15, x
27	Cc1ccc(-c2c[n+](CC(=O)Nc3c(C)cccc3C)c3n2CCC3)cc1
 : -5, -16, 0, -2, -6, -9, 0.0, -16, -9
28	O=C(NCc1ccncc1)C(=O)NCc1ccco1
 : -2, -6, 0, -10, -5, -7, 0.7, 12, 2
29	CCCC1(c2ccccc2)NC(=O)N(C/C=C/Cl)C1=O (configuration not stated)
 : 7, -5, -3, -11, 3, -13, 15, 18, -21
30	Cc1[nH]c2ccccc2c1C(=O)CSc1nncn1C
 : 1, -11, 0, -3, -4, -4, 0.7, 10, -8
31	COCc1cc(C)nc(OCC(=O)N/N=C/c2cccc(OC)c2)c1C#N
 : 11, -18, 7, -10, -6, -4, -0.3, 6, 9
32	COc1ccc(C(=O)N(c2ccccc2)C2C=CS(=O)(=O)C2)cc1 (configuration not stated)
 : 5, 2, 1, 2, -2, -3, 0.1, 12, 3
33	CC[C@]12c3[nH]c4ccc(OC)cc4c3CCN1C(=O)C(CC(=O)NCCN1CCOCC1)C[C@@H]2C(=O)N1CCN(C(=O)c2ccco2)CC1 (some centres not stated)
 : -16, -9, 9, -2, x, -5, -0.1, 15, -9
34	O=C(Nc1ccon1)C(Sc1ccccc1)c1ccccc1 (configuration not stated)
 : -8, 18, -1, -5, -2, -7, 0.9, -7, -25
35	CCCCC(=O)N(C)c1c(C)nc2ccc(C(=O)N(C)CCN(C)C)cn12
 : -15, -7, 0, -17, x, -6, -0.1, 12, x
36	Cc1nn(C)cc1C(C(=O)NC1CCCCC1)N(C(=O)c1cnccn1)c1ccc(Oc2ccccc2)cc1 (configuration not stated)
 : 2, -8, 8, -10, -5, -6, -0.2, 20, -21
37	CC(/C=C/c1ccc(Cl)o1)=C\C(=O)O
 : 9, 6, 10, 15, -4, -2, -0.2, -7, -17
38	COC(=O)C1C(=O)c2c([nH]c(C(=O)OCC3CCCO3)c2C)CC1C (configuration not stated)
 : -19, 10, 9, 4, -4, 0, 0.8, 6, 1
39	COC(=O)[C@]1(C)CCC[C@@]2(C)C3CC[C@]4(OC(C)=O)C[C@@]3(CCC21)CC4=NO (some centres not stated)
 : 39, 11, 23, -15, -1, -2, 2.7, -3, -36
40	Cc1cc(=O)n2[nH]c(-c3sccc3-n3c(C)ccc3C)cc2n1
 : 14, x, 0, x, -2, x, x, x, -4
41	Cc1ccc(SCc2c(C(=O)N/N=C/c3ccco3)nnn2-c2nonc2N)cc1
 : 3, -5, 2, -8, x, -5, 0.8, 18, x
42	COc1cc(OC)c(C2SCCN2S(=O)(=O)c2ccc(F)cc2)cc1OC (configuration not stated)
 : 3, 15, 13, 5, -13, 0, 2.2, -5, -8
43	Cc1[nH]n2c(=O)cc(Cc3ccccc3)nc2c1C#N
 : 0, -20, 4, -4, -16, -2, 0.4, 15, -3
44	CC1CN(C2CCN(C(=O)c3ccccc3)CC2)CC(C)O1 (configuration not stated)
 : 0, 0, 1, 3, 1, -6, 0.1, 7, -1
45	COc1cc(/C=C/C(=O)OCC(=O)c2c(N)n(C)c(=O)n(C)c2=O)ccc1O
 : 8, 6, 1, -2, -8, -3, 0.5, 12, -1
46	COc1ccc(C(=O)C2CCCN(C(=O)Cn3nc(C)cc3C)C2)cc1F (configuration not stated)
 : -12, 5, 6, -5, -6, -2, -0.1, 3, -19
47	Cc1c(C(=O)Nc2ccc(F)cc2)oc2ccc(S(=O)(=O)N3CCCC3)cc12
 : 15, 16, 2, 9, -7, -2, 0.3, 11, -10
48	O=C(Nc1ccc(F)cc1)c1ccc(S(=O)(=O)N2CCCC2)cc1
 : 10, -2, 2, -2, -10, 1, 1.4, -28, -2
49	Cn1c(=O)c2c(ncn2Cc2cccc(Cl)c2)n(C)c1=O
 : 11, -3, 3, -13, -4, 6, 7.2, -9, -12
50	CC(C)=CCN1CCN(Cc2cccnc2)CC1CCO (configuration not stated)
 : -16, -4, -1, -5, -11, -11, 0.0, 6, -5
51	CC1CC(C)CN(S(=O)(=O)c2ccc(C(=O)N(c3ccccn3)C3CCCCC3)cc2)C1 (configuration not stated)
 : -7, -2, -1, -14, -7, -5, -0.5, 15, -18
52	CCCCNC(=O)C1c2ccccc2OCC(=O)N1CCc1ccccc1 (configuration not stated)
 : 8, x, 3, -7, x, x, -0.4, -4, x
